# LYPLA2 counter – LYPLA2 inhibitors, primary screen, counter-screen for PME1 inhibitor project, biochemical, fluorescence polarization, FP-Rh probe ABPP. actives 0.38% (n = 320,000). inhibition, % at 5.9 µM. Acyl-protein thioesterase 2 (Homo sapiens), O95372. recombinant LYPLA2;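 active = inhibition above the screen-wide mean plus 3 SD, limit set per campaign, cut at about 26% in these data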;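 also: 0% = LYPLA2 with DMSO and 100% = wells lacking LYPLA2 enzyme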
# Target sequence (O95372 whole entry, looked up): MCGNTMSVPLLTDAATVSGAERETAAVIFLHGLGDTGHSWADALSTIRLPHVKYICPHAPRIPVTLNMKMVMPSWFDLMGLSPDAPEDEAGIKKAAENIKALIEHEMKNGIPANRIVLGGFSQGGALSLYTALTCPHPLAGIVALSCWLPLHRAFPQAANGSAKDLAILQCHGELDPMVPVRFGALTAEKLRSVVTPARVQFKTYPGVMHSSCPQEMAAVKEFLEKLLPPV
# core dimer inh – inhibitors of HCV core protein dimerization, primary screen, biochemical, TR-FRET, high-throughput | TR-FRET GST/Flag-core106 dimerization, 1536-well | inhibition, % at 5 µM | actives 0.33% (n = 300,000) | AID 1899, 2009;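 active = inhibition above the mean of all tested compounds plus 3 SD, set per screening campaign, cut at about 45% in these data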
#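 System – GST-tagged and Flag-tagged HCV core protein residues 1-106 · Repeats – one well for each compound · Technique – TR-FRET 671 and 617 nm emission · Doses – one concentration, 5 µM, in 0.5% DMSO · Times – 4 h, 22.5 °C incubation · Also added – Eu donor and XL665 acceptor anti-tag antibodies · Measure – percent inhibition of core106 dimerization signal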
# GASC-1 inh – inhibitors of GASC-1 histone demethylase, primary screen, biochemical, fluorescence, DELFIA europium; GST-JMJD2C(1-420) H3K9me3 demethylation; Lysine-specific demethylase 4C (Homo sapiens), Q9H3R0; actives 0.069% (n = 330,000); inhibition, % at 2.35 µM;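 active = more than half of a compound's replicate wells show inhibition beyond 50%, single wells judged on their own value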;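 also: signal counts dimethyl H3K9 product captured on neutravidin plate; 0% = median of DMSO wells and 100% = 0.3 times that DMSO median; strong numbers were not always called active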
# Target sequence (Q9H3R0 1-420 limits assumed): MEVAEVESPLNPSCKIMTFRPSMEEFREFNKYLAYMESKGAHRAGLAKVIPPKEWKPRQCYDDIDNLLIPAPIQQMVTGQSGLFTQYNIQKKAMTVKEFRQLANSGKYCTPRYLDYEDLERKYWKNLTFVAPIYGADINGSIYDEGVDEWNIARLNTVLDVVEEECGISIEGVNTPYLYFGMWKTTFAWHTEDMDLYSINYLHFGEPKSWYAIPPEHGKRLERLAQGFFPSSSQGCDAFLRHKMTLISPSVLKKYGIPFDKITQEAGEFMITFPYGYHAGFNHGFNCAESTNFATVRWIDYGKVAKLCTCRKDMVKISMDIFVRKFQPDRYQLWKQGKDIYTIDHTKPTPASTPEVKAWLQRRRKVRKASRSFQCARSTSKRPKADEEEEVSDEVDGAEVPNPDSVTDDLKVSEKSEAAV
# Efflux pump inh – inhibitors of Candida efflux pumps in yeast, primary screen, S. cerevisiae, Nile Red, multiplex | inhibition, % at 10 µM | actives 0.44% (n = 330,000) | S. cerevisiae Candida pump triplex;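 active = plate passing quality check with inhibition over a set limit, or well fluorescence over plate mean plus 4 SD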;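 also: Nile Red retained in pooled yeast measured as flow cytometry median fluorescence; 0% = buffer negative control and 100% = Enniatin B positive control; higher means more Nile Red kept so more efflux inhibition; some compounds called inactive have numbers as strong as hits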
# PP1 inh – PP1-alpha phosphatase inhibitors, primary screen, counter-screen for PP5 inhibitor project, biochemical, fluorescence, OMFP substrate, single point; Serine/threonine-protein phosphatase PP1-alpha catalytic subunit (Homo sapiens), P62136; purified PP1alpha; actives 0.9% (n = 320,000); inhibition, % at 6.7 µM; AID 2235, 2010;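 active = inhibition above the mean inhibition of all tested compounds plus 3 SD, computed separately for each screening campaign, cut at about 15% in these data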
# Target sequence (P62136 whole entry, looked up): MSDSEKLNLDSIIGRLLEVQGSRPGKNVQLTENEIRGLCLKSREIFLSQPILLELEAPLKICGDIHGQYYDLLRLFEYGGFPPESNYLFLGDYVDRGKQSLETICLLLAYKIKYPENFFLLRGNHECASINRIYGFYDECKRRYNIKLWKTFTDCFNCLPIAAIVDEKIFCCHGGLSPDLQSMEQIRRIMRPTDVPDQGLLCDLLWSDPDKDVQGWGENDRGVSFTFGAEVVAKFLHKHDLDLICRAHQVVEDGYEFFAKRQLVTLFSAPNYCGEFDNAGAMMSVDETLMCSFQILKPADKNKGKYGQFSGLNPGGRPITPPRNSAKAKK
# PREPL inhibitor – PREPL enzyme inhibitors, primary screen, biochemical, fluorescence polarization. Prolyl endopeptidase-like (Homo sapiens), Q4J6C6. recombinant PREPL, fluorescence polarization activity-based probe. inhibition, % at 5.96 µM. actives 0.68% (n = 320,000). AID 2751, 2010; in the data active = inhibition above about 43%;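 also: 0% = enzyme with DMSO and 100% = wells lacking enzyme; many of its hits are not listed in these tables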
# TPT1 inh – Candida albicans TPT1 enzyme inhibitors, primary screen, biochemical, fluorescence polarization; recombinant caTPT1, FP RNA substrate dephosphorylation; inhibition, % at 5 µM; tRNA 2'-phosphotransferase TPT1 (Candida albicans SC5314); actives 0.81% (n = 300,000);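 active = inhibition above the mean of all tested compounds plus 3 SD, set per screening campaign, cut at about 24% in these data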;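 also: plate controls were DMSO alone for no effect and ferristatin control at 100 nM for full effect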
# PP5 primary – PP5 phosphatase inhibitors, primary screen, biochemical, fluorescence. purified PP5c, OMFP substrate fluorescence. inhibition, % at 6.7 µM. actives 0.18% (n = 320,000);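 active = inhibition above the campaign's mean inhibition across all tested compounds plus 3 SD, cut at about 9.5% in these data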;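 also: 0% = DMSO only and 100% = 100 µM cantharidin control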
# Fh CTSL1 inh – Fasciola hepatica cathepsin L1 inhibitors, primary screen, counter-screen for PFM18AAP inhibitor project, biochemical, QFRET, fluorogenic peptide substrate. recombinant F. hepatica cathepsin L1, Z-Leu-Arg-MCA fluorescence. inhibition, % at 5.96 µM. actives 0.49% (n = 300,000);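 active = inhibition above the mean of all tested compounds plus 3 SD, set per screening campaign, cut at about 17% in these data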;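 also: 0% = plate median of test compound wells and 100% = 1 µM Z-Phe-Ala-diazomethylketone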
# The depositor's hits bear a star; . = no result given. The list is partial; count on the stated rates, not on these rows.
SMILES,LYPLA2 counter,core dimer inh,GASC-1 inh,Efflux pump inh,PP1 inh,PREPL inhibitor,TPT1 inh,PP5 primary,Fh CTSL1 inh
COc1ccc(Nc2nc(-c3cc4cccc(OC)c4oc3=O)cs2)cc1,-1,15,-4,-0.2,1,25,6,1.5,2
CCOC(=O)CN1CC23C=CC(O2)C(C(=O)NC2CCCCC2)C3C1=O (stereo not given),-2,0,-3,0.0,-2,6,-2,-2.6,2
O=C(/C=C/c1ccnc2ccccc12)c1cccs1,-4,3,7,-0.4,-4,-2,-3,-0.7,2
CC(OC(=O)c1ccccc1O)C(=O)Nc1cccc(Cl)c1 (stereo not given),6,-1,-10,-0.2,-2,0,1,1.0,0
c1cnc(Oc2ccc(-c3nnco3)cc2)cn1,-2,-7,-12,0.1,1,11,3,1.4,-4
CC(C)CCn1c(SCC(N)=O)nc2c1c(=O)n(C)c(=O)n2C,0,1,135,0.0,-1,-7,1,3.6,-1
O=C1CN(C(=O)COC(=O)C23CC4CC(CC(O)(C4)C2)C3)c2ccccc2N1,-5,-1,4,-0.1,2,22,0,0.1,0
O=C(CCSc1nnc(-c2ccco2)o1)Nc1ccc(F)cc1,9,-1,-5,-0.2,6,7,-4,1.8,2
COc1cc2c(cc1OC)C(c1ccncc1)CC(=O)N2 (stereo not given),3,-2,-16,0.1,0,-11,1,1.6,-2
O=C(O)c1cccnc1Sc1ccc(Cl)cc1,14,12,-17,0.0,-1,0,5,-2.4,1
CCOC(=O)Cn1nnnc1C,-3,1,7,0.0,2,5,-3,-0.6,-1
O=C(Nc1cc(C(=O)N2CCCC2)ccc1N1CCCC1)C1CC1,3,-3,-234,0.1,0,-1,-1,-0.1,-2
Cc1ccnc(N2CCC(C(=O)Nc3ccc(Oc4ccccc4)cc3)CC2)n1,3,-1,-2,-0.2,1,2,1,2.9,-5
Cc1ccc2c(COC(=O)c3c(C)noc3C)cc(=O)oc2c1,-6,3,52,0.0,1,26,4,-1.7,-4
Cc1ccc(S(=O)(=O)N2CCOCC2)cc1NC(=O)c1cc(-c2ccccn2)nc2ccccc12,-2,1,2,0.0,-2,-1,-1,2.0,-3
O=C(Nc1nnc(C(F)(F)F)s1)c1ccc(N2C(=O)C3C4C=CC(C4)C3C2=O)cc1 (stereo not given),5,1,13,0.0,-1,19,14,2.5,3
COc1ccccc1C(=O)COC(=O)CNC(=O)c1ccc(Br)o1,1,-2,4,0.0,-3,0,-2,-2.1,-6
Cc1ccc2c(c1)-c1c(cnn1CC(=O)O)CO2,-2,1,6,0.3,-3,-4,5,3.0,-5
COc1cccc(N(CC(=O)NCCSCc2ccc(Cl)cc2)S(C)(=O)=O)c1,1,-8,0,0.6,0,-2,-1,6.3,0
COC(=O)[C@H](CC(C)C)NC(=O)CCc1nnc(COc2ccccc2)o1,-6,-7,1,0.0,-1,4,2,3.0,1
COc1cc(-c2nc(CN3CCN(CC(C)C)C(=O)[C@@H]3C)c(C)o2)ccc1F,3,0,-6,0.1,-5,5,2,3.1,0
O=C(CCCN1C(=O)/C(=C\c2ccco2)SC1=S)Nc1ccc(O)cc1C(=O)O,-4,13,-22,0.0,2,1,27*,0.6,0
CN(CC(=O)Nc1ccccc1C(F)(F)F)C(=O)Cc1ccc(S(=O)(=O)N2CCOCC2)s1,1,-11,2,-0.2,-3,-4,4,0.7,-3
Cc1ccc(-c2noc(COC(=O)c3ccco3)n2)cc1,2,.,.,0.1,-2,11,.,0.7,.
O=S(=O)(N/N=C/c1c(F)cccc1Cl)c1ccccc1,-1,-10,-2,0.0,-2,-6,-2,1.4,0

# Continued; the last four above are carried over.
SMILES,LYPLA2 counter,core dimer inh,GASC-1 inh,Efflux pump inh,PP1 inh,PREPL inhibitor,TPT1 inh,PP5 primary,Fh CTSL1 inh
O=C(CCCN1C(=O)/C(=C\c2ccco2)SC1=S)Nc1ccc(O)cc1C(=O)O,-4,13,-22,0.0,2,1,27*,0.6,0
CN(CC(=O)Nc1ccccc1C(F)(F)F)C(=O)Cc1ccc(S(=O)(=O)N2CCOCC2)s1,1,-11,2,-0.2,-3,-4,4,0.7,-3
Cc1ccc(-c2noc(COC(=O)c3ccco3)n2)cc1,2,.,.,0.1,-2,11,.,0.7,.
O=S(=O)(N/N=C/c1c(F)cccc1Cl)c1ccccc1,-1,-10,-2,0.0,-2,-6,-2,1.4,0
COCCOC(=O)C(C#N)c1nc2ccccc2nc1N1CCN(Cc2ccccc2)CC1 (stereo not given),-4,9,-3,-0.1,4,6,-4,0.0,2
C/C(=N\Nc1cccc(C(=O)O)c1)c1ccc(Cl)s1,15,-3,-9,0.0,7,15,3,1.8,-2
O=C(Nc1ncc(Br)s1)C1CCCN1S(=O)(=O)c1cccc2cccnc12 (stereo not given),-5,7,-3,0.4,2,7,-2,1.5,3
CCOC(=O)CSc1nnc(CNC(=O)c2cccc(C)c2)n1-c1ccccc1OC,4,-8,-23,0.2,2,2,3,0.3,0
Cc1ccc(/C=N/Nc2nc3ccccc3[nH]2)s1,0,-41,29,-0.1,3,29,2,1.3,4
O=C(NCCC1CCCC1)C1CCC(=O)N(CCCN2CCCC2=O)C1 (stereo not given),2,-1,-1,0.1,-1,-2,0,2.3,1
Cc1ccc2nc(NC(=O)CN3CCN(c4ccccn4)CC3)sc2c1,0,8,7,0.0,4,-13,-1,2.6,-1
Cc1ccc(S(=O)(=O)/N=C(/NC(=S)Nc2cccc(C)c2)c2ccccc2)cc1,4,7,-1,-0.2,1,14,-1,0.1,2
COc1ccc(NC(=O)C(Br)C(C)C)cc1 (stereo not given),3,1,39,0.1,1,9,2,-6.8,8
C/C(=N\NC(=O)C(=O)Nc1cc(C)ccc1C)c1ccncc1,-2,-3,14,0.6,-2,7,0,-1.5,0
CCN(CC)CCNC(=O)c1ccccc1N,4,-1,-4,0.0,-2,-1,-4,0.0,-2
CC(=O)c1ccc(NC(=O)c2ccccc2Sc2ncnc3sc(C)c(C)c23)cc1,6,3,-1,-0.1,0,-17,1,-0.2,-3
COC(=O)N1CC(=O)N(OC)C1c1ccc(Cl)cc1Cl (stereo not given),4,-3,136,-0.1,1,-13,-7,0.8,-1
COc1ccc(CN(C(=O)c2cccs2)c2nccs2)cc1OC,0,3,6,0.1,-1,6,2,-0.1,1
COc1ccc([N+](=O)[O-])cc1N(CC(=O)N1CCOCC1)S(C)(=O)=O,0,3,2,-0.1,0,2,0,0.6,-1
CCN1/C(=C2\SC(=S)N(Cc3ccccc3)C2=O)Sc2ccccc21,-2,-6,-5,0.0,2,7,7,1.1,-2
Brc1cc2c(cc1/C=N/Nc1nc(N3CCOCC3)nc(N3CCOCC3)n1)OCO2,-3,-4,6,0.3,5,5,-1,2.3,0
O=C(NCc1ccc(F)cc1)c1cnccn1,0,-10,4,-0.1,3,26,-5,0.7,6
Cc1ccc2c(CC(=O)NCc3ccco3)coc2c1C,2,3,-1,-0.1,-2,5,-2,1.7,0
C#CCOCCOCCOCCNc1nc(N2CCOCC2)nc(N2CCN(C(=O)[C@H]([C@@H](C)CC)n3cc(CCCCN)nn3)CC2)n1,-1,-2,2,.,1,4,0,-0.8,1
COc1cc(OC)c(OC)cc1CNCc1ccc2c(c1)OCO2,5,3,2,0.1,-2,14,-1,1.5,0
CCN(CC)c1ccc(C(=O)N/N=C(\C)c2ccc(O)cc2)cc1,-1,0,3,-0.3,-2,11,1,-1.8,4
COc1ccc(-c2cc(C(=O)NCCN3CCOCC3)no2)cc1OC,2,2,-3,0.0,32*,9,3,2.4,-1
COc1cc(/C=N/n2c(=S)[nH]nc(C)c2=O)cc([N+](=O)[O-])c1O,-7,0,-35,-0.1,-1,-11,-2,1.8,1
COc1ccc(OCCCn2cc(/C=C3/C(=N)N4C=C(C)SC4=NC3=O)c3ccccc32)cc1,2,15,-1,0.1,-4,7,0,-1.0,0
# (continued)
SMILES,LYPLA2 counter,core dimer inh,GASC-1 inh,Efflux pump inh,PP1 inh,PREPL inhibitor,TPT1 inh,PP5 primary,Fh CTSL1 inh
Cc1ccsc1C(=O)c1sccc1C,1,5,0,-0.1,-2,-17,-4,1.1,0
CSc1ccccc1NC(=O)c1ccc(Br)o1,0,2,1,0.2,0,-11,0,0.5,1
O=C(C1CCCN1C(=O)c1cccs1)N1CCN(Cc2ccc3c(c2)OCO3)CC1 (stereo not given),-2,2,10,0.0,-1,6,0,1.1,0
Cc1cc(OCC(=O)O/N=C(\N)c2ccccc2)ccc1Br,-3,-2,17,0.1,2,3,-1,3.0,-3
COc1ccccc1NC(=O)N1CCCC1C(=O)NC1CCCCC1 (stereo not given),1,-1,-13,0.0,-2,3,7,-0.4,1
CC(=O)Nc1ccccc1C(=O)C(=O)Nc1cccc(C(=O)NCc2ccc(C)cc2)c1,1,-3,10,-0.1,0,-1,0,-0.3,-2
CCOc1ccc(CN(C)CC(=O)Nc2cc(OC)c([N+](=O)[O-])cc2C)cc1,4,3,2,0.1,-2,4,0,-0.3,-1
C/C(=N/OC(=O)C1CC1)c1cc(-c2ccc(Cl)cc2)no1,37*,-1,-7,-0.1,6,10,-6,-0.4,-19
O=C(CSCc1ccccc1)Nc1ccccc1,-6,5,-2,0.9,-9,-8,-2,3.3,-7
O=C(O)C1=C[C@H](C2CC2)C[C@H](OCc2ccc(CO)cc2)O1,-6,12,6,.,0,2,-2,-0.4,-1

# Of the compounds above, these have a CF3 group.
SMILES,LYPLA2 counter,core dimer inh,GASC-1 inh,Efflux pump inh,PP1 inh,PREPL inhibitor,TPT1 inh,PP5 primary,Fh CTSL1 inh
O=C(Nc1nnc(C(F)(F)F)s1)c1ccc(N2C(=O)C3C4C=CC(C4)C3C2=O)cc1 (stereo not given),5,1,13,0.0,-1,19,14,2.5,3
CN(CC(=O)Nc1ccccc1C(F)(F)F)C(=O)Cc1ccc(S(=O)(=O)N2CCOCC2)s1,1,-11,2,-0.2,-3,-4,4,0.7,-3

# Ordered by molar mass (descending): part of the list above
SMILES,LYPLA2 counter,core dimer inh,GASC-1 inh,Efflux pump inh,PP1 inh,PREPL inhibitor,TPT1 inh,PP5 primary,Fh CTSL1 inh
Brc1cc2c(cc1/C=N/Nc1nc(N3CCOCC3)nc(N3CCOCC3)n1)OCO2,-3,-4,6,0.3,5,5,-1,2.3,0
O=C(CCSc1nnc(-c2ccco2)o1)Nc1ccc(F)cc1,9,-1,-5,-0.2,6,7,-4,1.8,2
CCOC(=O)Cn1nnnc1C,-3,1,7,0.0,2,5,-3,-0.6,-1

# High-throughput results (PubChem BioAssay)
